TAG inh: inhibitors of triacylglycerol accumulation. H9c2 cells, Nile Red lipid (TAG) fluorescence; cells loaded with 200 µM oleic acid. inhibition, % at 12.5 µM. 230,000 tested, 0.66% active;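 active means pattern-corrected inhibition of lipid staining of at least 50% with the nuclear-stain viability signal not falling by more than 50%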;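 further: 0% = DMSO wells and 100% = triacsin C control wells; some results filed as inactive read as strong as hits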
TAG inh DAPI viability: recorded beside TAG inh, whose call it bears; DAPI nuclei signal change (viability), lower = more cytotoxic, %;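 whole-well DAPI fluorescence read on a plate reader as a viability signal; minus 50 percent equals half of cells still viable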
Numbers without * were called inactive. Only part of the results is shown (hit frequency here may not be typical).

(1) CCc1nnc(NC(=O)c2cc(S(=O)(=O)N3CCCCC3)ccc2C)s1
(2) O=C1CCN(CCCc2ccccc2)CCN1CCO
(3) Cc1ccc(S(=O)(=O)N2CCOCC2)cc1C(=O)OCC(=O)c1ccc(Br)cc1
(4) CCN(CC(=O)NC(=O)NC1CCCCC1)Cc1nc2ccccc2c(=O)[nH]1
(5) COCCCn1c(SCc2nc3ccccc3c(=O)[nH]2)nc2ccccc2c1=O
(6) COc1ccc(C(=S)N2CCN(c3ccccc3C)CC2)cc1OC
entry no. | 1 | 2 | 3 | 4 | 5 | 6
TAG inh | -6 | 7 | -22 | 5 | -4 | -5
TAG inh DAPI viability | 5 | 0 | -1 | -7 | 9 | 0

(7) Cc1ccc2nc(COC(=O)c3cnccn3)cc(=O)n2c1
(8) COc1ccc(NC(=O)c2cccc(N3C(=O)C4C5CCC(C5)C4C3=O)c2)cc1 (stereo not drawn)
(9) Cc1[nH]c2ccccc2c1SCC(=O)N1CCN(c2ccccc2)CC1
(10) CSc1ccc(NC(=O)NCc2ccccc2)cc1
(11) COc1cc2c(cc1OC)CN(C(=O)c1cc(COc3ccccc3SC)on1)CC2
(12) CCCCn1c(-c2nn(C)cc2Cl)n[nH]c1=S
entry no. | 7 | 8 | 9 | 10 | 11 | 12
TAG inh | -5 | 9 | -6 | -23 | -14 | 4
TAG inh DAPI viability | 0 | -3 | -3 | 2 | 13 | 4

(13) COc1ccc(NC(=O)Nc2ccon2)cc1OC
(14) CC(C(=O)NC1CCCC1)N(c1ccc(Oc2ccccc2)cc1)S(C)(=O)=O (stereo not drawn)
(15) COC(=O)CCC(=O)Nc1nccs1
(16) O=C(Nc1nc2c(F)cccc2s1)c1ccc([N+](=O)[O-])o1
(17) COc1ccc(C2CC(=O)c3cc(OC)c(OC)cc32)cc1OC (stereo not drawn)
(18) O=C(NC1CC1)c1ccc(-c2ccc3nccn3c2)cc1
entry no. | 13 | 14 | 15 | 16 | 17 | 18
TAG inh | -1 | 17 | 2 | 23 | 8 | -3
TAG inh DAPI viability | 6 | -7 | 8 | -13 | 5 | 7

Reprinted: entries 2–18
(2) O=C1CCN(CCCc2ccccc2)CCN1CCO
(3) Cc1ccc(S(=O)(=O)N2CCOCC2)cc1C(=O)OCC(=O)c1ccc(Br)cc1
(4) CCN(CC(=O)NC(=O)NC1CCCCC1)Cc1nc2ccccc2c(=O)[nH]1
(5) COCCCn1c(SCc2nc3ccccc3c(=O)[nH]2)nc2ccccc2c1=O
(6) COc1ccc(C(=S)N2CCN(c3ccccc3C)CC2)cc1OC
(7) Cc1ccc2nc(COC(=O)c3cnccn3)cc(=O)n2c1
(8) COc1ccc(NC(=O)c2cccc(N3C(=O)C4C5CCC(C5)C4C3=O)c2)cc1 (stereo not drawn)
(9) Cc1[nH]c2ccccc2c1SCC(=O)N1CCN(c2ccccc2)CC1
entry no. | 2 | 3 | 4 | 5 | 6 | 7 | 8 | 9
TAG inh | 7 | -22 | 5 | -4 | -5 | -5 | 9 | -6
TAG inh DAPI viability | 0 | -1 | -7 | 9 | 0 | 0 | -3 | -3

(10) CSc1ccc(NC(=O)NCc2ccccc2)cc1
(11) COc1cc2c(cc1OC)CN(C(=O)c1cc(COc3ccccc3SC)on1)CC2
(12) CCCCn1c(-c2nn(C)cc2Cl)n[nH]c1=S
(13) COc1ccc(NC(=O)Nc2ccon2)cc1OC
(14) CC(C(=O)NC1CCCC1)N(c1ccc(Oc2ccccc2)cc1)S(C)(=O)=O (stereo not drawn)
(15) COC(=O)CCC(=O)Nc1nccs1
(16) O=C(Nc1nc2c(F)cccc2s1)c1ccc([N+](=O)[O-])o1
(17) COc1ccc(C2CC(=O)c3cc(OC)c(OC)cc32)cc1OC (stereo not drawn)
entry no. | 10 | 11 | 12 | 13 | 14 | 15 | 16 | 17
TAG inh | -23 | -14 | 4 | -1 | 17 | 2 | 23 | 8
TAG inh DAPI viability | 2 | 13 | 4 | 6 | -7 | 8 | -13 | 5

(18) O=C(NC1CC1)c1ccc(-c2ccc3nccn3c2)cc1
entry no. | 18
TAG inh | -3
TAG inh DAPI viability | 7

Going on with the list:
(19) Cc1ccc(S(=O)(=O)Nc2cncnc2NS(=O)(=O)c2ccc(C)cc2)cc1
(20) CC(Sc1nnc(-c2ccco2)n1C)C(=O)Nc1ccc(N2CCOCC2)cc1 (stereo not drawn)
(21) Cc1cc2c(cc1S(N)(=O)=O)S(=O)(=O)CCC2
(22) Cc1cc(C)cc(C(=O)N(CCc2ccccc2)C2=CC3CCC(C2)N3C)c1 (stereo not drawn)
(23) Cc1nn(C)c(NC(=O)c2ccc([N+](=O)[O-])cc2)c1Cl
(24) Nc1ccc(S(=O)(=O)N2CCCC2)cc1
entry no. | 19 | 20 | 21 | 22 | 23 | 24
TAG inh | -11 | 2 | 3 | 7 | 5 | 8
TAG inh DAPI viability | 5 | -5 | 2 | 6 | 5 | 0

(25) O=C(c1ccc2c(c1)[nH]c(=S)n1c3ccccc3nc21)N1CCN(c2ncccn2)CC1
(26) O=[N+]([O-])c1ccc2nc(-c3ccc(OC(F)F)cc3)cn2c1
(27) Cc1n[nH]c(=S)n1/N=C/c1ccc(OCc2ccc(Cl)cc2)cc1
(28) CC1CC(C)CN(C(=O)COC(=O)c2cc([N+](=O)[O-])ccc2N2CCOCC2)C1 (stereo not drawn)
(29) COc1ccc(C(=O)c2nc3c(n2O)CCCCC3)cc1
(30) CN(C)Cc1cc(OCc2ccccc2)cc(CN(C)C)c1O
entry no. | 25 | 26 | 27 | 28 | 29 | 30
TAG inh | 5 | -17 | 7 | -2 | -6 | -3
TAG inh DAPI viability | -19 | -4 | 9 | 2 | 1 | 12

(31) O=C(Nc1ccc(F)c(Cl)c1)c1csc([C@@H]2C[C@H](O)[C@@H](CO)O2)n1
(32) CCOc1ccc(NC(=O)C2CC(=O)N(c3cc(C)cc(C)c3)C2)cc1 (stereo not drawn)
(33) O=C(CNc1ccc(Br)cc1)c1ccccc1
(34) Cc1cc(C)nc(/N=C(\N)Nc2cc([N+](=O)[O-])ccc2C)n1
(35) Cc1[nH]nc2c1C(c1ccc(N(C)C)cc1)C1=C(CC(C)(C)CC1=O)N2 (stereo not drawn)
(36) C[C@H](NC(=O)c1ccc(Cl)cc1)C(=O)OCn1nnc2ccccc2c1=O
entry no. | 31 | 32 | 33 | 34 | 35 | 36
TAG inh | -1 | -9 | -2 | -24 | 3 | 0
TAG inh DAPI viability | 1 | 5 | 10 | 10 | 2 | 8

(37) CC1(C(=O)NS(=O)(=O)C2CC2)CCCN(C(=O)c2cccc(Cl)c2)C1 (stereo not drawn)
(38) Cc1ccc(C(=O)NCC(=O)OCC(=O)c2ccccc2)s1
(39) N#Cc1ccc(NN=Nc2ccccc2C#N)cc1
(40) O=C(Nc1ccc(Cl)cc1)c1cccc(S(=O)(=O)Nc2ccccn2)c1
(41) Cc1ccc(C)c(NC(=O)CCC(=O)NNS(=O)(=O)c2ccc(Cl)cc2)c1
(42) COc1ccc([C@H]2C[C@H](n3cc(-c4ccc(F)cc4)nn3)[C@@H](O)CN2CC2CCCCC2)cc1
entry no. | 37 | 38 | 39 | 40 | 41 | 42
TAG inh | -6 | 2 | -7 | 5 | -15 | 2
TAG inh DAPI viability | 9 | -1 | 10 | 7 | -3 | 6

(43) O=C(CSc1nnc(CNC(=O)c2ccc(F)cc2)o1)Nc1nccs1
(44) COc1cc2[nH]c3c(=O)n(CCN4CCOCC4)cnc3c2cc1OC
(45) O=C(COC(=O)/C=C/c1ccc([N+](=O)[O-])cc1)NC(=O)NC1CCCCC1
(46) CCN(CC(=O)Nc1c(F)cccc1F)C(=O)CCCc1c[nH]c2ccccc12
(47) Cc1nn(-c2ccccc2)c(N)c1C(O)(CSc1nccn1C)C(F)(F)F (stereo not drawn)
(48) CCNC(=S)N(Cc1ccc2c(c1)OCO2)C1CC(=O)N(c2ccc(OC)cc2)C1=O (stereo not drawn)
entry no. | 43 | 44 | 45 | 46 | 47 | 48
TAG inh | -20 | 11 | -15 | 6 | -26 | -17
TAG inh DAPI viability | 6 | -1 | 8 | 5 | 2 | -1

(49) COC(=O)[C@]1(Cc2ccccc2)N[C@H](CN(C)C(=O)C2CCCCC2)[C@@H]2C(=O)N(Cc3ccccc3)C(=O)[C@@H]21
(50) O=C(CCCCCNC(=O)c1ccccc1)N/N=C/c1ccccc1O
(51) CN1CCN(C(=O)CCc2ccc(S(=O)(=O)NC3CCCCC3)cc2)CC1
(52) Nc1nc(-c2ccc(Cl)cc2)nn1C(=O)c1cccs1
(53) CC(C)COc1cccc(C(=O)Nc2ccc(N3CCOCC3)cc2N2CCOCC2)c1
(54) COc1cnc(-c2ccccn2)nc1NC(C)C
entry no. | 49 | 50 | 51 | 52 | 53 | 54
TAG inh | 17 | -15 | 2 | 11 | 13 | -10
TAG inh DAPI viability | -16 | -12 | -5 | -5 | -6 | -8

(55) CCOC(=O)C1CCCCN1C(=O)CCc1c(C)nc2cc(-c3ccccc3)nn2c1C (stereo not drawn)
(56) CCCC(=O)NC1CCCc2c1cnn2-c1ccc(C)c(C)c1 (stereo not drawn)
(57) COc1ccc(-c2cc3cc(OC)c(OC)cc3c(C)n2)cc1C
(58) CCN(CC)S(=O)(=O)c1ccc(Cl)c(NC(=O)COC(=O)c2cccn2C)c1
(59) CC(c1ccon1)N(C)Cc1cn[nH]c1-c1ccc(F)cc1F (stereo not drawn)
(60) COc1ccc(-c2[nH]ncc2CN(C)C(C)c2cccs2)c(F)c1 (stereo not drawn)
entry no. | 55 | 56 | 57 | 58 | 59 | 60
TAG inh | -16 | -3 | -5 | 6 | -5 | 6
TAG inh DAPI viability | 0 | 1 | 31 | -4 | -4 | 6

(61) NC(Cc1ccc(Cl)cc1)c1csc(Nc2ccc(C(=O)NCCCO)cn2)n1 (stereo not drawn)
(62) O=C(C(Cc1ccccc1)N1C(=O)C2C3C=CC(C3)C2C1=O)N1CCCCC1 (stereo not drawn)
(63) COc1ccccc1NC(=O)CSc1ccc(-c2ccc(-n3ccnc3)cc2)nn1
(64) Cc1cccc(NC(=O)NC(C)C(c2cccs2)N2CCOCC2)c1 (stereo not drawn)
(65) CCc1ccc(C(=O)COC(=O)CNC(=O)c2ccc(Br)o2)cc1
(66) NS(=O)(=O)c1ccc(NC(=O)c2ccc(COc3ccccc3)o2)cc1
entry no. | 61 | 62 | 63 | 64 | 65 | 66
TAG inh | 21 | 2 | 0 | -17 | 13 | -30
TAG inh DAPI viability | 18 | 0 | -10 | -5 | -5 | 0

(67) O=C(CCCN1C(=O)c2cccc3cccc(c23)C1=O)NCCN1CCOCC1
(68) CC(C)CC1NC(=O)N(CC(=O)Nc2cc(F)ccc2F)C1=O (stereo not drawn)
(69) COc1ccccc1CC(=O)Nc1ccc(S(=O)(=O)N(C)C2CCN(C)CC2)cc1
(70) CCC1=NN(C(=O)COc2ccccc2)C(O)(c2ccncc2)C1 (stereo not drawn)
(71) Cc1onc(-c2cccc(Cl)c2Cl)c1C(=O)O/N=C(\N)c1ccc([N+](=O)[O-])o1
(72) CC(=O)c1cccc(NC(=O)CSc2nc(=O)n(Cc3ccccn3)c3c2CCC3)c1
entry no. | 67 | 68 | 69 | 70 | 71 | 72
TAG inh | 7 | -4 | -2 | 12 | 14 | 7
TAG inh DAPI viability | 9 | -1 | -6 | -5 | 1 | -7

(73) O=C(NCc1ccccc1)c1ccccc1Br
(74) COc1cc(C(=O)C(O)c2ccc(O)c(OC)c2)ccc1O (stereo not drawn)
(75) COc1ccc(NC(=O)CN(C)CC(=O)Nc2ccc(Cl)cc2F)cc1
(76) CNC(=O)c1csc(-c2ccncc2)n1
(77) Fc1ccc(Nc2nnns2)cc1
(78) CC(C)(CN1CCC(Cc2ccccc2)CC1)NS(=O)(=O)c1ccccc1
entry no. | 73 | 74 | 75 | 76 | 77 | 78
TAG inh | -17 | 9 | 22 | -12 | 5 | -13
TAG inh DAPI viability | -1 | 5 | -6 | 4 | 2 | 7

(79) COc1ccc(C2c3c(oc4ccccc4c3=O)C(=O)N2c2ccc(C)cn2)cc1OC (stereo not drawn)
(80) C[C@H](O)[C@@H]1C(=O)N2CCc3c([nH]c4ccccc34)[C@@H]2C[C@@H]1N(C)S(=O)(=O)c1ccccc1
(81) CCN1C(=O)/C(=C/c2ccc(C)s2)NC1=S
(82) CN1CCN(c2cc(-c3ccccc3)nc3cc(-c4ccc(F)cc4)nn23)CC1
(83) O=C(NCc1cccc(F)c1)C1CCC(=O)N(C2CC2)C1 (stereo not drawn)
(84) O=C(CSC1=Nc2ccccc2C2CC=NN12)Nc1ccc(F)cc1Cl (stereo not drawn)
entry no. | 79 | 80 | 81 | 82 | 83 | 84
TAG inh | 8 | 17 | -20 | 40 | 2 | 11
TAG inh DAPI viability | -8 | 14 | 4 | 196 | 6 | -34

(85) O=C(NCc1ccccc1)C1=C[C@@H](c2ccc(Br)cc2)C[C@@H](OCCCCO)O1
(86) CC(=O)c1cccc(NC(=O)CN(c2ccccc2)S(C)(=O)=O)c1
(87) O=C(O)c1nn(-c2ccc(Cl)cc2)ccc1=O
(88) CCN(CC)CCNC(=O)c1ccc(NC(=O)c2cc(-c3ccncc3)nc3ccccc23)cc1
(89) Cc1nc2ccc(C(=O)N3CCN(c4ccccc4)CC3)cc2s1
(90) COc1ccccc1NC(=O)c1sc(Cl)nc1C
entry no. | 85 | 86 | 87 | 88 | 89 | 90
TAG inh | -6 | 0 | -8 | 29 | -15 | 15
TAG inh DAPI viability | -1 | 8 | 3 | -5 | -14 | -6

(91) COc1ccc(CCN=C(N)Nc2nc(C)cc(C)n2)cc1
(92) Cc1ccc(O)c(-c2cc(C(=O)Nc3ccc(S(=O)(=O)Nc4nccc(C)n4)cc3)[nH]n2)c1
(93) Cc1cc(C)n(-c2cc(Oc3ccccc3)ncn2)n1
(94) O=C(c1cccc(Br)c1)N1CCN(S(=O)(=O)N2CCOCC2)CC1
(95) O=C(Nc1ccon1)Nc1ccc(F)cc1F
(96) O=C(Nc1cccc(Cl)c1)c1nc[nH]c1C(=O)NCCCCNC(=O)c1[nH]cnc1C(=O)Nc1cccc(Cl)c1
(97) CCn1c(SCC(=O)N2CCCCC2)nc(O)cc1=O
entry no. | 91 | 92 | 93 | 94 | 95 | 96 | 97
TAG inh | -9 | 16 | -18 | 8 | 7 | 65* | -10
TAG inh DAPI viability | -8 | 10 | 7 | -7 | 5 | 1.8* | 5
